FUS suppressor: rescues growth of FUS-expressing yeast; hit rate 0.24% among 390,000; S. cerevisiae FUS-expressing, growth rescue, OD600, 24 h; Potency, µM (doses to about 76.6 µM), for inactives: at the highest dose growth rescue (activation), most hits filed as activators;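 also: potency is read from the fitted curve at half-maximal effect; plate controls were DMSO vehicle for no effect and reference control for full effect; nearly all actives have a fitted effect of over 55% in size; some results filed as inactive show a strong effect at the top dose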
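Yeast FUS proteinopathy model; galactose-induced FUS (2%), starting OD 0.005. Cpds in dilution series, 24hr, 30C, 99% humidity. Abs 600 nm growth. Pos ctrl CP55940 (top 92uM final); neg ctrl DMSO.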
Abeta rescue: compounds reversing amyloid beta toxicity in yeast; AID 1347071; Potency, µM (titrated, usually from 46.1 µM), inactives show at the highest dose growth rescue, actives largely listed as activators; hit rate 0.063% among 410,000; yeast expressing A-beta42, growth rescue, OD600, 48 h; response scale: 0% DMSO, 100% iron-clioquinol control; also: potency is read from the fitted curve at half-maximal effect; nearly all actives have a fitted effect of over 55% in size
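Yeast A-beta toxicity model in growth medium with pinned compounds, 48 h at 30 C; growth read as absorbance at 600 nm. Normalized to FeCl3/clioquinol equimolar mix (positive) and DMSO (negative).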
EPAC1 agonist: EPAC1 (human) agonism; hit rate 0.073% among 360,000; AID 720707; O95398; EPAC1 agonist qHTS, biochemical assay; response scale: 100% = response to 6.5 mM cAMP; Potency, µM (titrated, usually from 154 µM), for inactives: at the top dose activation, most hits filed as activators; also: potency is read from the fitted curve at half-maximal effect; nearly all actives have a fitted effect of over 60% in size
Target sequence (O95398 whole entry, looked up): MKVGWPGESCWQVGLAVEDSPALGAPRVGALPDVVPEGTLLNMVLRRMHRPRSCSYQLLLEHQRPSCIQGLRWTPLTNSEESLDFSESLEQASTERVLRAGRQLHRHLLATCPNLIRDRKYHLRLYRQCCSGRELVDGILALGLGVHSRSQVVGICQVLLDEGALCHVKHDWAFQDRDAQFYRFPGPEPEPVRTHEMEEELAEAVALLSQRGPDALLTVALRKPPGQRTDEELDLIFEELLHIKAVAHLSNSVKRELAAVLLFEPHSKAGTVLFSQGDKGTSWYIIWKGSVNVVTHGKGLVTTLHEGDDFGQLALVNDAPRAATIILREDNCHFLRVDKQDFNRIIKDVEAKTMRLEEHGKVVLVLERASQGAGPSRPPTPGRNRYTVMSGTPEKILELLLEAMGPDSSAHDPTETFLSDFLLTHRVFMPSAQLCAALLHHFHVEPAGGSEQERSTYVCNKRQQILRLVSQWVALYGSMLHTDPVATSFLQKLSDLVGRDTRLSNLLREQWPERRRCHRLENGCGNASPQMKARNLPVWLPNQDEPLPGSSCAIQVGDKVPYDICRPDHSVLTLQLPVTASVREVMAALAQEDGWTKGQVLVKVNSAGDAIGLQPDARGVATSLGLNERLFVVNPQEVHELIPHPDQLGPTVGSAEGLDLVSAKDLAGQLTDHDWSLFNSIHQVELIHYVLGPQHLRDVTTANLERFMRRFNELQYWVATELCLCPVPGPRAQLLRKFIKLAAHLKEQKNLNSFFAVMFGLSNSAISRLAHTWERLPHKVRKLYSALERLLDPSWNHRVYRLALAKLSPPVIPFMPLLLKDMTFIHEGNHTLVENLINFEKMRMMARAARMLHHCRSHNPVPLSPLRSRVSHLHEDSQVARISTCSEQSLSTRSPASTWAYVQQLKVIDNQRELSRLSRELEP
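Compounds were pinned as a concentration titration into mixtures of EPAC1 (100 nM), BODIPY-GDP-loaded Rap1B (250 nM) and GDP (50 uM). After 5 min at room temperature, fluorescence was followed for 30 min; activity was scaled to 6.5 mM cAMP.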
WRN inhibitor: blocks human WRN helicase | AID 651768 | hit rate 0.46% among 360,000 | WRN helicase unwinding, fluorescent forked duplex, kinetic | Potency, µM (doses to about 114 µM), without a hit: at the top dose activity change, negative = inhibition, usual class: inhibitors; also: potency is read from the fitted curve at half-maximal effect; % is scaled to controls: 0 for no effect and ±100 for the full control effect; nearly all actives have a fitted effect of over 55% in size
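Kinetic fluorescence helicase assay: unwinding of a quenched forked DNA duplex (100 nM final) with 2 mM ATP final raises red fluorescence (525/598 nm). Compounds sat 15 min at room temperature with 20 nM WRN beforehand.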
IL2 activator: IL-2 activation; hit rate 0.065% among 360,000; IL-2 activation reporter assay, cell-based qHTS; stimulated with anti-CD3/CD4/CD28 beads; in transgenic mouse T cells; activation, % (series mostly up to about 46 µM); AID 652025; in the data active = activation above about 50%; inconclusive = mostly about 30% to 49%; also: 0% is about no effect
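Unstimulated transgenic mouse T cells; 60-min compound exposure; bead-based TCR/CD4/CD28 stimulation; 18 h culture, 37 degrees C; dual fluorescence (EGFP, DsRed) plate cytometry.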
PI5P4K alpha inh: inhibitors of human PI5P4K alpha; P48426; hit rate 1.2% among 330,000; max response, %; PI5P4Kalpha enzyme, ADP-Glo luminescence, 60 min; hits give low values; active = max response of -50% or lower; inconclusive = between -30% and -50%; inactive = -30% or higher; also: value at the top dose of about 77 µM; % is scaled to controls: 0 for no effect and ±100 for the full control effect
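Controls without substrate or without enzyme flank wells where PI5P4Kalpha converts substrate using 5 microM ATP (final). Incubation lasts 60 minutes at room temperature; ADP formed is read by ADP-Glo luminescence.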
PLK1 PBD block: blocks phosphopeptide binding to human PLK1 polo-box domain. Plk1 PBD binding of FITC phosphopeptide, fluorescence polarization. hit rate 2.8% among 360,000. Potency, µM, inactives show max response, negative = inhibition, hits mostly inhibitors. P53350; also: potency is read from the fitted curve at half-maximal effect; series mostly up to about 57 µM; % is scaled to controls: 0 for no effect and ±100 for the full control effect; nearly all actives have a fitted effect of over 65% in size
EPAC1 antag: blocks human EPAC1 exchange factor; hit rate 0.14% among 360,000; O95398; EPAC1 GEF assay, Rap1b-BODIPY-GDP exchange fluorescence; AID 720709; Potency, µM (highest dose often 115 µM), inactives show at the highest dose activity change, negative = inhibition, usual class: inhibitors;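 also: potency is read from the fitted curve at half-maximal effect; plate controls were vehicle for no effect and positive control for full effect; nearly all actives have a fitted effect of over 50% in size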
An asterisk follows results filed as active; ? = inconclusive; · = no result given; [ ] = dose if it differs, or a comment. Unless noted, calls follow the shape of the dose curve; as a rule, active = well fitted curve in the direction sought with a large enough effect; inconclusive = small, poorly fitted or top-dose-only effect, or another doubt; inactive = no such curve, though single readings can be large; an effect the other way counts as inactive or inconclusive.

Abbreviations: A = FUS suppressor; B = Abeta rescue; C = EPAC1 agonist; D = WRN inhibitor; E = IL2 activator; F = PI5P4K alpha inh; G = PLK1 PBD block; H = EPAC1 antag
O=C(OCc1nnc(-c2ccc(Cl)cc2)o1)c1ccc(O)cc1
  A: 21% | B: 8% | C: 8% | D: -33% | E: -0.9 | F: -5 | G: -9% | H: -28%
COc1ccc(NC(=S)Nc2ccc(OCc3ccccc3)cc2)c(OC)c1
  A: · | B: 5% | C: 19% | D: -4% | E: -0.1 | F: 2 | G: -24% | H: -15%
CCOC1=C2CN(S(=O)(=O)c3ccc(C)cc3)[C@H](c3cccc4ccccc34)C[C@H]2[C@H]2C(=O)N(c3ccccc3)C(=O)[C@H]2C1
  A: 17% | B: -1% | C: 11% | D: 1% | E: 0.1 | F: 0 | G: -5% | H: 9%
N#CC1=C(N)NC(=S)C(C(N)=O)C1c1ccccc1F (stereo unspecified)
  A: 1% | B: 2% | C: -1% | D: ? | E: -0.1 | F: ? | G: 19µM* | H: 2%
Cc1cccc(CN2CCCC(C(=O)N3CCc4ccccc4C3)C2)c1 (stereo unspecified)
  A: 6% | B: 5% | C: -7% | D: -15% | E: 0.2 | F: -3 | G: -2% | H: -19%
COc1cc(C2CC(=O)c3cnc(N)nc3C2)cc(OC)c1OC (stereo unspecified)
  A: 22% | B: 18% | C: 1% | D: -2% | E: -1.8 | F: · | G: -1% | H: 2%
COc1ccc(-c2coc3cc4oc(=O)cc(-c5ccccc5)c4cc23)cc1F
  A: · | B: 19% | C: -1% | D: -9% | E: -1.3 | F: -8 | G: 5% | H: -18%
O=C(NCCCl)NNC(=O)c1cc2ccccc2cc1O
  A: 47% | B: -9% | C: 9% | D: -19% | E: -1.8 | F: -5 | G: -18% | H: -22%
C=CC[C@H](CC(=O)N(CCO)Cc1ccccc1)C(=O)N[C@H](COC(=O)[C@H](CC=C)CC(=O)OC(C)(C)C)Cc1ccccc1
  A: ? | B: -14% | C: -40%[inhibitor] | D: -13% | E: -1.0 | F: 13 | G: -3% | H: -25%
O=C(Nc1nnc([C@H]2C[C@H](O)[C@@H](CO)O2)s1)c1ccccc1F
  A: -31% | B: -9% | C: 4% | D: -3% | E: 0.9 | F: -3 | G: 3% | H: -13%
O=C(Cn1ncc2c3ccccc3n(Cc3ccccc3)c2c1=O)NCCN1CCOCC1
  A: 11% | B: -5% | C: 3% | D: 7% | E: 1.2 | F: 0 | G: -10% | H: 2%
COc1ccc(CCN(C(=O)C(F)(F)F)C(C(=O)NC2CCCCC2)c2ccc(C)s2)cc1OC (stereo unspecified)
  A: -14% | B: 5% | C: 5% | D: -9% | E: -0.9 | F: · | G: -3% | H: 7%
COC(=O)C1(O)CC(C(C)C)=NN1C(=O)c1ccccc1 (stereo unspecified)
  A: 3% | B: 18% | C: 10% | D: -20% | E: -0.3 | F: -2 | G: -5% | H: 7%
CCc1ccc(N(C(=O)c2csnn2)C(C(=O)NC(C)(C)C)c2ccccn2)cc1 (stereo unspecified)
  A: 8% | B: -3% | C: 1% | D: 10% | E: -0.1 | F: 1 | G: 3% | H: 11%
c1ccc(CN2c3ccccc3-c3nc4ccccc4n3C2c2ccccn2)cc1 (stereo unspecified)
  A: -17% | B: -5% | C: -4% | D: 5% | E: 0.9 | F: -8 | G: 0% | H: 0%
O=c1ccc2c(-c3ccccc3S(=O)(=O)O)c3ccc(O)c(O)c3oc-2c1O
  A: 21% | B: -70%[inhibitor] | C: -11% | D: 0.21µM* | E: 0.1 | F: -100* | G: 7.5µM* | H: 56µM*
COc1ccc(Br)cc1CN1CCCC(C(=O)N2CCCCCC2)C1 (stereo unspecified)
  A: ? | B: -4% | C: 6% | D: ? | E: -1.7 | F: -8 | G: -9% | H: -8%
O=C(NCCc1csc(-c2ccccc2)n1)c1ccco1
  A: 0% | B: -15% | C: -16% | D: 11% | E: -3.8 | F: -13 | G: 11µM* | H: 10%
Cc1ccc(S(=O)(=O)Nc2nc(C)c(C(=O)NN)s2)cc1
  A: 19% | B: -8% | C: 2% | D: -12% | E: 2.2 | F: -2 | G: -2% | H: -26%
O=C(N/N=C/C=C/c1ccc2c(c1)OCO2)C(O)c1ccccc1 (stereo unspecified)
  A: 13% | B: 4% | C: 4% | D: -10% | E: -0.7 | F: -7 | G: -1% | H: 1%
Cc1ccc(C(C)NC(=S)NC2CCCCC2)c(C)c1 (stereo unspecified)
  A: 34% | B: 11µM* | C: 3% | D: 6% | E: -2.0 | F: 6 | G: 3% | H: 8%
Clc1ccc2nc(N3CCNCC3)nc(-c3ccccc3)c2c1
  A: 22% | B: -2% | C: 0% | D: -24% | E: -0.8 | F: 6 | G: -25% | H: -6%
CC(=O)NC1=NN(C(C)=O)C(C)(CCS(=O)(=O)c2ccc(Br)cc2)S1 (stereo unspecified)
  A: 11% | B: 8% | C: 8% | D: -11%[57.1 µM] | E: 1.1 | F: -6 | G: 2% | H: 6%
O=C1CC(C(=O)Nc2ccc(Cl)c(Cl)c2)S/C(=N\N=C\c2ccco2)N1 (stereo unspecified)
  A: 0% | B: 15% | C: 2% | D: -17% | E: -0.8 | F: -5 | G: -4% | H: -6%
CCC(Br)C(=O)Nc1ccc(OC)cc1 (stereo unspecified)
  A: 4% | B: 3% | C: -1% | D: 1% | E: 1.4 | F: 3 | G: -2% | H: 0%
O=C(OCc1nnc(-c2ccccc2)o1)c1cc(S(=O)(=O)N2CCOCC2)c(Cl)cc1Cl
  A: 0% | B: -8% | C: 3% | D: -16% | E: -0.1 | F: ? | G: 3µM* | H: -7%
CC(C)C[C@H]1CN(CCCC[C@H]2CNC(=O)C(=O)N2Cc2ccccc2)C(=O)C(=O)N1CC1CCCCC1
  A: 24% | B: 0% | C: 3% | D: 5% | E: -0.1 | F: 4 | G: -1% | H: -6%
O=C(O)/C(=C\c1ccc(Cl)cc1)c1ccc(S(=O)(=O)N2CCCC2)s1
  A: · | B: 5% | C: -3% | D: -16% | E: 0.7 | F: 1 | G: -3% | H: -27%
C[C@]12CCC(=O)C=C1CC[C@@H]1[C@@H]2C(=O)C[C@@]2(C)[C@H]1CC[C@]2(O)C(=O)CO
  A: -17% | B: -10% | C: -28% | D: 4% | E: -0.3 | F: 0 | G: -8% | H: -4%
Cc1ccc(NC(=O)C(=O)C2C(=O)Nc3ccccc32)cc1 (stereo unspecified)
  A: -15% | B: -19% | C: 8% | D: 2% | E: -2.1 | F: 14 | G: 1% | H: 11%
O=C(CCN1CCCCO1)N1CCCC(Nc2ccc(F)cc2)C1 (stereo unspecified)
  A: · | B: -4% | C: 1% | D: -22% | E: -2.8 | F: -7 | G: -4% | H: 2%
COc1ccccc1CNC(=O)c1cnn2c(C(F)F)cc(C)nc12
  A: 12% | B: 9% | C: -4% | D: 5% | E: -0.1 | F: -11 | G: -8% | H: -5%
CCOc1ccc(C(F)(F)F)cc1NC(C)=O
  A: 2% | B: -9% | C: -1% | D: 3% | E: 0.6 | F: -4 | G: -4% | H: -6%
COCCOC(=O)C1=C(N)OC2=C(C(=O)CC(C)(C)C2)C1c1ccncc1 (stereo unspecified)
  A: -72% | B: -9% | C: -10% | D: 1% | E: -0.6 | F: 4 | G: 2% | H: 3%
NNC(=O)CN1CCCc2ccccc21
  A: 1% | B: -1% | C: 4% | D: 4%[57.1 µM] | E: -0.3 | F: -15 | G: ? | H: 0%
CC1(C)CC(N=C2C([N+](=O)[O-])=CC=C3C2=NC2(CCCCC2)N3O)CC(C)(C)N1
  A: -27% | B: -11% | C: -6% | D: -24% | E: 1.7 | F: -1 | G: 1% | H: -3%
COc1cc(NC(=O)CSc2nc(C)cc(C)n2)cc(OC)c1OC
  A: 14% | B: 18% | C: 3% | D: 4% | E: -0.6 | F: 1 | G: -11% | H: -15%
CC#CCOCC1CNC(=O)O1 (stereo unspecified)
  A: 7% | B: -3% | C: -9% | D: 4% | E: -2.0 | F: -11 | G: 8% | H: 12%
O=[N+]([O-])c1ccc(N2CCCCC2)nc1N1CCCCC1
  A: 11% | B: -39%[inhibitor] | C: -20% | D: 1% | E: -4.4 | F: 5 | G: -7% | H: -16%
Cc1ccc(S(=O)(=O)NCCNS(=O)(=O)c2ccccc2Br)cc1
  A: -13% | B: 11% | C: -10% | D: 1% | E: 0.3 | F: 2 | G: -5% | H: -1%
CCC(=O)C1CCCN(C(=O)CCc2nnc(-c3ccc(C(C)=O)s3)o2)C1 (stereo unspecified)
  A: -8% | B: -9% | C: -6% | D: 4%[57.1 µM] | E: 0.7 | F: -2 | G: -4% | H: 1%
O=C(c1cc(-c2cccc(O)c2)on1)N1CCCCCC1
  A: -1% | B: -18% | C: 0% | D: -18% | E: -2.2 | F: 3 | G: -3% | H: -11%
Cc1ccc(/C=N/NC(=O)c2ccccn2)o1
  A: -5% | B: -7% | C: 5% | D: -16%[57.1 µM] | E: -0.2 | F: 1 | G: 3% | H: 29%
CCN(CC)S(=O)(=O)c1cccc(-c2cn3cccnc3n2)c1
  A: 30% | B: -10% | C: 6% | D: 2% | E: -1.5 | F: -11 | G: ? | H: 0%
CN(C)S(=O)(=O)N1CCN(S(=O)(=O)N(C)C)CC1
  A: -43% | B: 13% | C: -9% | D: -9% | E: -2.3 | F: · | G: 4% | H: ?
CCOc1ccc(C(=O)NCC(=O)OCC(=O)Nc2ccccc2OC)cc1
  A: 4% | B: 1% | C: -2% | D: 10% | E: -2.8 | F: -9 | G: -16% | H: 7%
OC1CN=C2C=CC=CN2C1 (stereo unspecified)
  A: 6% | B: -4% | C: 3% | D: 9% | E: 0.7 | F: -1 | G: -5% | H: 2%
C[C@H]1CN([C@@H](C)CO)C(=O)c2cc(C#Cc3ccccn3)cnc2O[C@@H]1CN(C)Cc1ccccc1
  A: -14% | B: 8% | C: 5% | D: -7% | E: 3.6 | F: -5 | G: 3% | H: 9%

3 entries from above in another layout.
O=C(CCN1CCCCO1)N1CCCC(Nc2ccc(F)cc2)C1 (stereo unspecified)
  FUS suppressor: ·
  Abeta rescue: -4%
  EPAC1 agonist: 1%
  WRN inhibitor: -22%
  IL2 activator: -2.8
  PI5P4K alpha inh: -7
  PLK1 PBD block: -4%
  EPAC1 antag: 2%

CCOc1ccc(C(F)(F)F)cc1NC(C)=O
  FUS suppressor: 2%
  Abeta rescue: -9%
  EPAC1 agonist: -1%
  WRN inhibitor: 3%
  IL2 activator: 0.6
  PI5P4K alpha inh: -4
  PLK1 PBD block: -4%
  EPAC1 antag: -6%

CCN(CC)S(=O)(=O)c1cccc(-c2cn3cccnc3n2)c1
  FUS suppressor: 30%
  Abeta rescue: -10%
  EPAC1 agonist: 6%
  WRN inhibitor: 2%
  IL2 activator: -1.5
  PI5P4K alpha inh: -11
  PLK1 PBD block: ?
  EPAC1 antag: 0%
